Screening results deposited in PubChem by National Center for Advancing Translational Sciences (NCATS).
TRPV1 agonist – HTS Assay for Compounds that Act as Agonists of the Vanilloid Receptor 1; TRPV1-expressing cells, Fluo-8 calcium influx, agonist mode; activation, % at 8.33 µM; 0.19% of 320,000 active; AID 540275, 2011; in the data active = activation above about 80%; inconclusive = between about 30% and that limit; note: 0% is about no effect
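Fluo-8 calcium influx in TRPV1-expressing cells, kinetic read (ex 480/em 520 nm). Compound added and read 3 min for agonist activity, followed by capsaicin at EC20 final and 2 min further read for enhancement.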
a7 integrin act – qHTS for Activators of Integrin-Mediated Alleviation for Muscular Dystrophy. Potency, µM (highest dose often 38.3 µM), for the others: top-dose activation, most hits filed as activators. 0.064% of 350,000 active. alpha7betagal myoblasts, beta-gal FDG fluorescence, 48 h. AID 624291, 2012;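 note: potency is the fitted concentration of half-maximal effect; 100% = response of the positive control SU9516; nearly all actives have a fitted effect of over 60% in size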
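alpha7betagal+/- myoblasts (passage 13, 250/well) treated 48 h at 37C with compounds at 1:260 dilution of DMSO stock. Lysed, then beta-galactosidase activity read as FDG fluorescence (ex 480/em 540) after 30 min, with pre-read for autofluorescence.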
p53 reactivation – qHTS assay for re-activators of p53 using a Luc reporter; H1299 p53-A138V BP100-luciferase reporter, luminescence, 24 h; Potency, µM (highest dose often 92.2 µM), without a hit: at the highest dose activity change, positive = activation, most hits filed as activators; 0.063% of 320,000 active; AID 504706, 2011; note: potency is the fitted concentration of half-maximal effect; % of control where 0% means no effect; nearly all actives have a fitted effect of over 45% in size
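p53-null H1299 cells stably carrying temperature-sensitive p53-A138V and a BP100-luciferase reporter were pinned with compounds (4-point, 1:5 series) and held 24 hrs at 37 deg C. Luminescence was read 10 min after detection reagent.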
USP2a inh – qHTS Assay for Inhibitors of Ubiquitin-specific Protease USP2a Using CHOP2 as the Reporter. Ubiquitin carboxyl-terminal hydrolase 2 (Homo sapiens), O75604. 0.01% of 330,000 active. Potency, µM (top dose mostly 38.3 µM), for inactives: at the top dose activity change, negative = inhibition, most hits filed as inhibitors. USP2 core, Ub-CHOP2 coupled fluorogenic reporter, 485/531;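 note: potency is the fitted concentration of half-maximal effect; plate controls were DMSO wells for no effect and full inhibition by NEM control for full effect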
Target sequence (O75604 whole entry, looked up): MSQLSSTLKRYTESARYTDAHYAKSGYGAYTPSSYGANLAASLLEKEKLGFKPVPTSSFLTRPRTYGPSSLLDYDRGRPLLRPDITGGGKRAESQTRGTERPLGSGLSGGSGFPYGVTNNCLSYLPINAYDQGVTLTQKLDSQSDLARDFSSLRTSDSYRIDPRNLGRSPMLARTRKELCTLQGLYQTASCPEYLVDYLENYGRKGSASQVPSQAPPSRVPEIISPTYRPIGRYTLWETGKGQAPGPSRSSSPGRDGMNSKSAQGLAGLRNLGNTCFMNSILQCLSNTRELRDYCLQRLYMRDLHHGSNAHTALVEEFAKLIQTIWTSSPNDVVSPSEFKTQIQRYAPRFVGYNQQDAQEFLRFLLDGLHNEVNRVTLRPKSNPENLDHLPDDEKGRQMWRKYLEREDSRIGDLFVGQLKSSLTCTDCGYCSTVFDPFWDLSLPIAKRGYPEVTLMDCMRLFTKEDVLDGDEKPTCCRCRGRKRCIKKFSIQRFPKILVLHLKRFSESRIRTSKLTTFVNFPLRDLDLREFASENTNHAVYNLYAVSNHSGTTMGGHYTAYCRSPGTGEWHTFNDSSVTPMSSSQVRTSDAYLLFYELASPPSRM
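Cell-free coupled assay: 10nM USP2 core preincubated 30min RT with compound in Tris-HCl pH 8.0/CaCl2/CHAPS buffer, then 25nM Ub-CHOP2 and 25nM reporter substrate; fluorescence (Ex 485/Em 531) read after 60min RT, normalized to NEM inhibition, concentration-response curves fitted.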
Eya2 phos inh – qHTS Assay for Inhibitors of the Phosphatase Activity of Eya2. Protein phosphatase EYA2 (Homo sapiens), O00167. recombinant Eya2, OMFP fluorescence dephosphorylation (OMFP is methylfluorescein phosphate). Potency, µM (doses to about 76.9 µM), inactives show at the highest dose activity, negative = inhibition, usual class: inhibitors. 0.006% of 330,000 active. AID 488837, 2010; note: potency is the fitted concentration of half-maximal effect; % is set by controls: 0 for no effect and ±100 for the full control effect
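Eya2 protein (added as 0.2 uM solution) was preincubated with compound for 10 min at ambient temperature in 50 mM HEPES pH 7.5, 50 mM NaCl, 5 uM MgCl2, 0.05% BSA, 1 mM DTT. OMFP (added at 50 uM) then reacted 10 min; fluorescence read at 485/525 nm.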
S-ASM inh – Inhibitors of Secretory Acid Sphingomyelinase (S-ASM): qHTS; Sphingomyelin phosphodiesterase (Homo sapiens), P17405; placental ASM, HMU-PC fluorogenic substrate, 60 min; Potency, µM (highest dose often 57.5 µM), without a hit: top-dose activity change, negative = inhibition, hits mostly inhibitors; 0.006% of 340,000 active; note: potency is the fitted concentration of half-maximal effect
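Human placenta-derived ASM enzyme was preincubated with compound for 10 minutes at room temperature, then given fluorogenic substrate HMU-PC0 (9 uM final) for 60 minutes at 37 °C; a pH 10 stop preceded fluorescence reading at Ex 386/Em 447 nm.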
ELG1 genotoxic – qHTS screen for small molecules that induce genotoxicity in human embryonic kidney (HEK293T) cells expressing luciferase-tagged ELG1; HEK293T ELG1-luciferase reporter, luminescence, 16 h; 1.3% of 330,000 active; Potency, µM (doses to about 46 µM), inactives show at the top dose activity change, positive = activation, most hits filed as activators; AID 504466, 2011; note: potency is the fitted concentration of half-maximal effect; % of control where 0% means no effect; nearly all actives have a fitted effect of over 60% in size
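HEK293T cells expressing luciferase-tagged ELG1 were exposed to compound or DMSO vehicle for 16 hr at 37 °C and 5% CO2. Luciferase activity was then measured with ONE-Glo after 30 min at room temperature.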
B2AR arrestin – qHTS assay of beta-arrestin-biased ligands of beta2-adrenergic receptor. beta-arrestin recruitment to beta2AR, cell-based reporter. Potency, µM (top dose mostly 46.1 µM), without a hit: top-dose activation, most hits filed as activators. 0.02% of 330,000 active. Beta-2 adrenergic receptor (Homo sapiens), P07550;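 note: potency is the fitted concentration of half-maximal effect; 0% = DMSO controls and full agonism = EC100 isoproterenol or metaproterenol; nearly all actives have a fitted effect of over 65% in size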
uPA surface inh – qHTS for Inhibitors of Cell Surface uPA Generation. cell surface uPA generation assay, qHTS. Potency, µM (highest dose often 38.3 µM), inactives show at the highest dose activity change, negative = inhibition, hits mostly inhibitors. 0.31% of 330,000 active; active = well fitted inhibition curve with a large enough effect; inconclusive = small, poorly fitted or top-dose-only effect; inactive = no such curve, though single readings can be large or run the other way; tested in mouse RAW 264.7 cells; note: potency is the fitted concentration of half-maximal effect; % is set by controls: 0 for no effect and ±100 for the full control effect; nearly all actives have a fitted effect of over 55% in size
BRCA1 expr act – qHTS Assay to Identify Small Molecule Activators of BRCA1 Expression. 1.1% of 380,000 active. Potency, µM (titrated, usually from 46.1 µM), inactives show top-dose activation, hits mostly activators. MCF7-BRCA1-FFLuc reporter, luminescence, 48 h; response scale: scaled: vehicle 0%, 10 µM genistein 100%; note: potency is the fitted concentration of half-maximal effect; nearly all actives have a fitted effect of over 80% in size; some results filed as inactive show a strong effect at the top dose
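MCF7-BRCA1-FFLuc, 2000 cells/well; 2 h attach, 37 °C/5% CO2; compound 48 h; luciferase substrate 15 min; luminescence end-point. Norm. to genistein 10 microM max activation and DMSO; concentration-response curves fitted.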
PTAP TSG101 blk – qHTS Assay for Iinhibitors of HIV-1 Budding by Blocking the Interaction of PTAP/TSG101 | 340,000 tested, under 10 active | AID 493005, 2010 | Fluorescence polarization, FITC-PTAP peptide / Tsg101 binding | Potency, µM (highest dose often 115 µM), for the others: at the top dose activity change, negative = inhibition, usual class: inhibitors; active = well fitted inhibition curve with a large enough effect in the main read-out, with a control signal flat, not every such curve was filed as active; inconclusive = small, poorly fitted or top-dose-only effect, or effect the other way, or a change in a side signal; inactive = no such curve, though single readings can be large or run the other way; note: potency is the fitted concentration of half-maximal effect; % of control where 0% means no effect
Target sequence (Q99816 whole entry, looked up): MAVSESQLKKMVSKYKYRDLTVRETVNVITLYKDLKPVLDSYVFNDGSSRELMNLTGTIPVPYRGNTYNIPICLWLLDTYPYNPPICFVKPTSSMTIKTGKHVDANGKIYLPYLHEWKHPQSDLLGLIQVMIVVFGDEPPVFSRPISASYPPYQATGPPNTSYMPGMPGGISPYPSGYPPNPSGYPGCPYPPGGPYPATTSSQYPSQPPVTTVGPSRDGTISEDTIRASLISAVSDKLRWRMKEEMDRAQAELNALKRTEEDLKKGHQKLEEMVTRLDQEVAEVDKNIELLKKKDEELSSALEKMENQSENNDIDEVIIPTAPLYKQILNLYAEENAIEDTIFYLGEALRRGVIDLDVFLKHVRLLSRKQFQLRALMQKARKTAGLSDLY
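Tsg101 binding domain (10 uM final) was mixed with compound and a FITC-labeled PTAP peptide (50 nM final) in HEPES pH 7.5 buffer with NaCl, Tween 20, EDTA and TCEP; fluorescence polarization was read after 20 min at r.t.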
* marks the source's active call; other numbers are inactive results; [ ] = remark or other dose. Unless noted, calls come from the whole dose curve; as a rule, active = well fitted curve in the direction sought with a large enough effect; inconclusive = small, poorly fitted or top-dose-only effect, or another doubt; inactive = no such curve, though single readings can be large; an effect the other way counts as inactive or inconclusive.

COc1ccccc1NC(=O)c1cc(C(=O)Nc2ccccc2OC)cc(N2C(=O)CCC2=O)c1 was read as TRPV1 agonist 2, a7 integrin act -5%, p53 reactivation -9%, USP2a inh 0%, Eya2 phos inh -1%, S-ASM inh 9%, ELG1 genotoxic 2%, B2AR arrestin -0.3%, uPA surface inh 1%, BRCA1 expr act -7% and PTAP TSG101 blk -2%.
For COc1ccc(C2(CNC(=O)c3ccc(C)cc3)CCOCC2)cc1 the results were TRPV1 agonist 1, a7 integrin act 3%, p53 reactivation 0%, USP2a inh 0%, Eya2 phos inh -10%, S-ASM inh 1%, ELG1 genotoxic -4%, B2AR arrestin -1.4%, uPA surface inh -4%, BRCA1 expr act -11% and PTAP TSG101 blk -2%.
Screening COc1ccc(C(=O)Nc2ccc(Cl)cc2C(=O)NCCO)cc1 returned TRPV1 agonist -4, a7 integrin act -1%, S-ASM inh 1%, uPA surface inh -8%, BRCA1 expr act -6% and PTAP TSG101 blk -7%.
Screening O=C(NCc1ccco1)c1cnn2c(C(F)(F)F)cc(-c3cccs3)nc12 returned TRPV1 agonist 7, a7 integrin act -14%, p53 reactivation -2%, USP2a inh 4%, Eya2 phos inh 9%, S-ASM inh 59%[activator], ELG1 genotoxic inconclusive, B2AR arrestin 0.1%, uPA surface inh -2%, BRCA1 expr act -31% and PTAP TSG101 blk -4%.
For Cc1cccc(C)c1OCC(=O)NNC(=O)CCCn1c(=O)oc2ccccc21 the results were a7 integrin act 3%, p53 reactivation 5%, USP2a inh 1%, Eya2 phos inh 4%, S-ASM inh 8%, ELG1 genotoxic 1%, B2AR arrestin -0.3%, uPA surface inh -1%, BRCA1 expr act 2% and PTAP TSG101 blk -1%.
For C=CCC[C@H](Cc1ccc(F)cc1)C(=O)OC[C@@H]1CCCN1C(=O)[C@@H](CC=C)CC(=O)NCCO the results were a7 integrin act -11%, p53 reactivation 4%, USP2a inh -1%, Eya2 phos inh 5%, S-ASM inh 2%, ELG1 genotoxic -2%, B2AR arrestin -0.1%, uPA surface inh -1% and BRCA1 expr act -12%.
For CCNC(=S)NN=C1CCC(C(C)(C)C)CC1 (stereo not given) the results were TRPV1 agonist 23, a7 integrin act -1%, p53 reactivation -2%, USP2a inh 0%, Eya2 phos inh 17%, S-ASM inh 4%, ELG1 genotoxic 1%, B2AR arrestin 3.8%, uPA surface inh -5%, BRCA1 expr act -41% and PTAP TSG101 blk 1%.
`O=c1cc(-c2ccccc2)nc2nc(CCc3ccccc3)[nH]n12` gave TRPV1 agonist -3, a7 integrin act -9%, p53 reactivation 16%, USP2a inh 3%, Eya2 phos inh -2%, S-ASM inh 0%, ELG1 genotoxic -1%, B2AR arrestin -0.5%, uPA surface inh -2%, BRCA1 expr act -16% and PTAP TSG101 blk -7%.
CCOc1ccccc1NC(=S)N(CCOC)C1CCN(C(C)=O)CC1 was read as TRPV1 agonist 6, a7 integrin act -15%, p53 reactivation 3%, USP2a inh 0%, Eya2 phos inh -17%, S-ASM inh 3%, ELG1 genotoxic 2%, B2AR arrestin -0.3%, uPA surface inh 0%, BRCA1 expr act 0% and PTAP TSG101 blk -8%.
For COc1ccc(NC(=O)c2cc([N+](=O)[O-])ccc2N2CCCCC2)cc1 the results were TRPV1 agonist 0, a7 integrin act 14%, p53 reactivation 11%, USP2a inh 1%, Eya2 phos inh -22%, S-ASM inh -16%, ELG1 genotoxic -2%, B2AR arrestin -0.7%, uPA surface inh -11%, BRCA1 expr act -37% and PTAP TSG101 blk -5%.
Screening CCOc1ccc(NC(=O)C2CC(=O)N(C)C(=Nc3ccc4c(c3)OCO4)S2)cc1 (stereo not given) returned TRPV1 agonist -4, a7 integrin act -13%, p53 reactivation -2%, USP2a inh 2%, Eya2 phos inh 28%, S-ASM inh inconclusive, ELG1 genotoxic -10%, B2AR arrestin -0.2%, uPA surface inh -8%, BRCA1 expr act 4% and PTAP TSG101 blk 4%.
For CCOC(=O)Cc1csc(NC(=O)CSc2nnc(-n3nc(C)cc3C)c3ccccc23)n1 the results were TRPV1 agonist 2, a7 integrin act -31%, p53 reactivation 4%, USP2a inh 2%, Eya2 phos inh -1%, S-ASM inh -2%, ELG1 genotoxic -13%, B2AR arrestin -1.2%, BRCA1 expr act -15% and PTAP TSG101 blk -6%.
For c1ccc(-c2oc3ncnc(NCCCn4ccnc4)c3c2-c2ccccc2)cc1 the results were TRPV1 agonist 8, a7 integrin act -2%, p53 reactivation -33%[inhibitor], USP2a inh -1%, Eya2 phos inh -7%, S-ASM inh -4%, ELG1 genotoxic -5%, B2AR arrestin 0.2%, uPA surface inh 4%, BRCA1 expr act -56% and PTAP TSG101 blk -4%.
`COC(=O)c1cc(Br)c(=O)n(-c2ccccc2F)c1` gave TRPV1 agonist -2, a7 integrin act 10%, p53 reactivation 1%, USP2a inh 1%, Eya2 phos inh 1%, S-ASM inh 5%, ELG1 genotoxic 0%, B2AR arrestin -0.5%, uPA surface inh -5%, BRCA1 expr act -1% and PTAP TSG101 blk -3%.
Screening CCOC(=O)C1=C(N)Oc2cc(O)ccc2C1c1ccc([N+](=O)[O-])cc1 (stereo not given) returned TRPV1 agonist 29, a7 integrin act -12%, p53 reactivation -2%, USP2a inh -7%, Eya2 phos inh -6%, S-ASM inh inconclusive, ELG1 genotoxic -3%, B2AR arrestin 0.7%, uPA surface inh 5%, BRCA1 expr act 7% and PTAP TSG101 blk -7%.
Cc1ccc(C(N)=O)cc1S(=O)(=O)Nc1cccc(C)c1C was read as TRPV1 agonist -1, a7 integrin act -1%, p53 reactivation -20%, USP2a inh 1%, Eya2 phos inh -27%, S-ASM inh 4%, ELG1 genotoxic -2%, B2AR arrestin 0.0%, BRCA1 expr act 1% and PTAP TSG101 blk -3%.
O=C(COc1ccccc1)Nc1cccc2c1CCCC2 was read as a7 integrin act inconclusive, p53 reactivation -3%, USP2a inh -5%, Eya2 phos inh inconclusive, S-ASM inh -4%, ELG1 genotoxic -4%, B2AR arrestin -0.5%, uPA surface inh -1%, BRCA1 expr act -10% and PTAP TSG101 blk -6%.
COc1cccc(-n2cc(CN(C)Cc3nc(Cc4cccc(F)c4)no3)cn2)c1 was read as TRPV1 agonist inconclusive, a7 integrin act 0%, p53 reactivation -1%, USP2a inh 0%, Eya2 phos inh -13%, S-ASM inh 6%, ELG1 genotoxic -4%, B2AR arrestin -0.1%, uPA surface inh 8%, BRCA1 expr act 0% and PTAP TSG101 blk -6%.
Screening Cc1ccc2c(N)c(C(=O)N(c3ccccc3)c3ccccc3)sc2n1 returned TRPV1 agonist -3, a7 integrin act -11%, p53 reactivation 2%, USP2a inh -7%, Eya2 phos inh -11%, S-ASM inh 29%, ELG1 genotoxic 17%, B2AR arrestin 0.1%, uPA surface inh 2%, BRCA1 expr act -32% and PTAP TSG101 blk -3%.
Screening C=CCn1cccc(C(=O)Nc2ccc(OC)c(Cl)c2)c1=O returned TRPV1 agonist inconclusive, a7 integrin act -33%, p53 reactivation 4%, USP2a inh -6%, Eya2 phos inh -2%, S-ASM inh -4%, ELG1 genotoxic 9%, B2AR arrestin -1.0%, uPA surface inh -6%, BRCA1 expr act 55% and PTAP TSG101 blk -2%.
Screening COc1ccccc1N1CCN(CC(=O)Nc2cccc(F)c2)CC1 returned TRPV1 agonist 1, a7 integrin act 4%, p53 reactivation -27%, USP2a inh 2%, Eya2 phos inh -17%, S-ASM inh 1%, ELG1 genotoxic 0%, B2AR arrestin -0.2%, uPA surface inh 0%, BRCA1 expr act -19% and PTAP TSG101 blk -5%.
